PAFAH2 FP inh = inhibitors of human PAFAH2; recombinant PAFAH2, FP-rhodamine activity probe, fluorescence polarization; inhibition, % at 3.39 µM; 340,000 compounds, 0.99% hits; AID 492956;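 active = inhibition above the mean over all tested compounds plus 3 SD, cut at about 30% in these data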;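 note: inhibitors block probe labeling of enzyme so polarization drops; 0% = enzyme with DMSO and 100% = wells lacking PAFAH2 protein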
PAFAH1B3 FP inh = blocks human PAF acetylhydrolase 1B catalytic subunit 3 | Q15102 | recombinant PAFAH1B3, FP-rhodamine probe, fluorescence polarization | inhibition, % at 3.39 µM | 340,000 compounds, 0.28% hits | AID 492972;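 active = inhibition above the screen-wide average of all tested compounds plus 3 SD, cut at about 25% in these data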;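 note: 0% = enzyme with DMSO only and 100% = wells lacking PAFAH1B3 protein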
Target sequence (Q15102 whole entry, looked up): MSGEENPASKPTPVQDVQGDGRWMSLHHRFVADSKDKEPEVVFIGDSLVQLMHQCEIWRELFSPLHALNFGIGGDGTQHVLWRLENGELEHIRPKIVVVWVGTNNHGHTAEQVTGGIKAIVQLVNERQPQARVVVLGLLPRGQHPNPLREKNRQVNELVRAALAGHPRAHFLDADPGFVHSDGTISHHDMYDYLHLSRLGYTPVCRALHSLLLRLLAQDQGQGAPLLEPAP
PAFAH1B2 inh = blocks human PAF acetylhydrolase 1b catalytic subunit 2 | P68402 | recombinant PAFAH1B2, FP-rhodamine activity probe, fluorescence polarization | inhibition, % at 3.39 µM | 340,000 compounds, 1.2% hits | AID 492953;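 active = inhibition above the mean of all tested compounds plus 3 SD, cut at about 24% in these data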;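 note: 0% = enzyme with DMSO and 100% = wells lacking PAFAH1B2; many of its hits are not listed in these tables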
Target sequence (P68402 whole entry, looked up): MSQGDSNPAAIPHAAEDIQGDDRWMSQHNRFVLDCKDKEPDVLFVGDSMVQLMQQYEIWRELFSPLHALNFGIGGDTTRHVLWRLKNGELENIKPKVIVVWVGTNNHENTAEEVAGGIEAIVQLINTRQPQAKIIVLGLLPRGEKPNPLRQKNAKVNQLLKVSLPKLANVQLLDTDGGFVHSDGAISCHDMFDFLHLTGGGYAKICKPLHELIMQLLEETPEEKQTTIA
Active calls of the source: *.

Fields – PAFAH2 FP inh | PAFAH1B3 FP inh | PAFAH1B2 inh
1) OC1(c2ccccc2)CC(c2ccccc2)c2ccccc2O1 (stereo unspecified)
    -1 | 7 | 3
2) COc1ccc2oc(=O)c(C(=O)Nc3ccccc3-c3ccccc3)cc2c1
    -2 | 1 | 8
3) O=C(O)c1cc(N/C(=N\S(=O)(=O)c2ccc(F)cc2)c2ccccc2)ccc1O
    13 | 8 | 20
4) COc1ccc(CCN(C(=O)c2snc(C(N)=O)c2N)C(C(=O)NCC2CCCO2)c2ccc(F)cc2)cc1OC (stereo unspecified)
    -7 | 5 | -5
5) COc1cc(C(=O)NCC(c2ccco2)N2CCCC2)ccc1OCc1ccc(Cl)cc1Cl (stereo unspecified)
    -11 | 3 | 0
6) Cc1cc(C)c2oc(=O)cc(CN3CCN(Cc4ccc5c(c4)OCO5)CC3)c2c1
    -9 | 0 | -4
7) COc1cc(O)c(C(C)=O)c(OC)c1
    1 | 6 | 2
8) OCCC1CN(Cc2ccc(F)cc2)CCN1CCCc1ccccc1 (stereo unspecified)
    6 | 6 | 7
9) CC(=NNC(=S)Nc1ccccc1Cl)c1ccccn1
    5 | 8 | 4
10) O=C(c1cc(-c2ccncc2)nc2ccccc12)N1CCOCC1
    -1 | 2 | 6
11) Cc1[nH]c(=O)[nH]c(=O)c1S(=O)(=O)Nc1ccc(F)c(Cl)c1
    6 | 6 | 9
12) O=C(CSc1ccc([N+](=O)[O-])cc1)c1ccccc1
    2 | 0 | 1
13) Cc1ccc2nsnc2c1S(=O)(=O)N(Cc1ccco1)Cc1cc2ccc(C)c(C)c2[nH]c1=O
    0 | 1 | 5
14) CNC(=O)COC(=O)c1ccccc1C(=O)c1ccc(Cl)c([N+](=O)[O-])c1
    5 | 6 | 6
15) CCC(=O)c1ccc(OCC(=O)Nc2cccc(S(=O)(=O)N3CCCCCC3)c2)cc1
    -11 | -3 | 2
16) Cc1ccc2cc(CN(CCN3CCOCC3)Cc3nnnn3Cc3ccco3)c(=O)[nH]c2c1C
    7 | 5 | 2
17) COc1ccc(NC(=S)N2CCN(C(=O)c3ccco3)CC2)cc1OC
    -2 | 4 | 0
18) COc1ccc(NC(=O)NC(C)c2ccccc2)cc1 (stereo unspecified)
    7 | 7 | 5
19) CC(C)(CNC(=O)c1ccc(Br)o1)CNC(=O)c1ccc(Br)o1
    1 | -7 | -1
20) Cc1cc(C)nc(NC(=O)Nc2ccc(F)cc2F)n1
    4 | 5 | 3
21) Cc1cc(O)c(C(C)C)cc1N=Cc1ccc([N+](=O)[O-])cc1
    6 | -1 | 3
22) COc1ccccc1CN1CC(C(=O)NCCN2CCOC2=O)CCC1=O (stereo unspecified)
    4 | -13 | -2
23) O=S(=O)(NC1C2CC3CC(C2)CC1C3)c1ccc(F)cc1 (stereo unspecified)
    15 | 7 | 14
24) C/C(=N\NC(=O)c1ccc2ccccc2c1)c1cccs1
    -4 | -1 | -3
25) CC(=O)c1ccc(NC(=O)CN(c2c(C)cccc2C)S(C)(=O)=O)cc1
    4 | 4 | 1
26) O=C(O)COCC(=O)Nc1ccc2c(c1)oc1ccccc12
    7 | -2 | 2
27) Nc1ncn(C(=S)Nc2ccccc2)n1
    -6 | 0 | -1
28) Cc1nn(CC(=O)NC(C)C(C)C)c(C)c1S(=O)(=O)N1CCCCC1 (stereo unspecified)
    1 | 1 | 4
29) COc1cc2c(cc1[N+](=O)[O-])-c1ccccc1C2
    15 | 11 | 10
30) Cc1cc(C(=O)Cn2cc([N+](=O)[O-])ccc2=O)c(C)n1CC1CCCO1 (stereo unspecified)
    -4 | 0 | 4
31) NC(=O)c1ncn([C@@H]2O[C@H](CNCc3cnc(N4CCOCC4)s3)[C@@H](O)[C@H]2O)n1
    8 | -3 | 2
32) COc1cccc(OC(=O)c2ccccc2)c1OC(=O)c1ccccc1
    2 | 6 | 7
33) CCOc1ccc(C2C(C#N)=C(N)Oc3cc(C)n(CCN4CCOCC4)c(=O)c32)cc1OCC (stereo unspecified)
    0 | -1 | -2
34) O=C(O)c1ccc(/C=C2\SC(=S)N(NC(=O)c3ccccc3[N+](=O)[O-])C2=O)cc1
    4 | -1 | 2
35) CCN(CC)S(=O)(=O)c1ccc(CNC(=O)CN2C(=O)NC3(CCc4ccccc43)C2=O)cc1 (stereo unspecified)
    10 | -3 | 5
36) Cc1cccc(NC(=O)C2Cc3ccccc3O/C2=N\O)c1 (stereo unspecified)
    6 | 12 | 6
37) CNS(=O)(=O)c1ccc2c3c(cccc13)C(=O)N2
    -4 | 11 | 4
38) O=C(Nc1cc(Cl)ccc1Cl)C1Cc2ccccc2O/C1=N\O (stereo unspecified)
    -5 | 5 | 4
39) COc1ccc(C(=O)OC2C(OC)OCC(O)C2O)cc1 (stereo unspecified)
    -1 | 3 | -1
40) O=C(O)CCCC(=O)Nc1ccc(S(=O)(=O)Nc2nccs2)cc1
    0 | 9 | 3

2 records drawn at random from those above, as already listed:
Fields – PAFAH2 FP inh | PAFAH1B3 FP inh | PAFAH1B2 inh
38) O=C(Nc1cc(Cl)ccc1Cl)C1Cc2ccccc2O/C1=N\O (stereo unspecified)
    -5 | 5 | 4
26) O=C(O)COCC(=O)Nc1ccc2c(c1)oc1ccccc12
    7 | -2 | 2

New compounds follow.
Fields – PAFAH2 FP inh | PAFAH1B3 FP inh | PAFAH1B2 inh
41) CCOc1ccc(N=Cc2ccccc2O)cc1
    1 | 17 | 3
42) CC(C)c1ccc(COC(=O)CN2C(=O)NC3(CCCCC3C)C2=O)cc1 (stereo unspecified)
    5 | 13 | -1
43) Cc1cccn2c(=O)c3cc(C(=O)NCc4ccc(F)cc4)c(=N)n(CCCN4CCOCC4)c3nc12
    5 | -1 | 2
44) CC1CC(C)(C)NC2(CCCC2)N1 (stereo unspecified)
    -6 | 0 | 3
45) CCN(CC)CCNC(=O)c1ccc(NC(=O)c2cc(S(=O)(=O)N3CCCCC3)ccc2N2CCOCC2)cc1
    7 | 2 | 3
46) Nc1cccc2cccc([N+](=O)[O-])c12
    -3 | 6 | 8
47) COc1ccc(C(=O)N(Cc2ccccc2)c2cccc(C)c2)cc1
    5 | 10 | 8
48) CC(C)(C)C1CCCCC1NC(=O)c1ccncc1 (stereo unspecified)
    4 | -3 | 10
49) COC(=O)c1ccc(CN2C(=O)c3ccccc3C2=O)cc1
    3 | 7 | 3
50) O=C(Cc1cccc(NC(=O)C2CCCN(C(=O)c3ccccc3)C2)c1)Nc1cccc(C(=O)N2CCCCC2)c1 (stereo unspecified)
    -2 | 2 | 2
51) CCc1ccccc1NC(=O)CSc1nc2ccccc2n1CC(=O)N(C)C
    7 | -3 | 3
52) CN(Cc1ccccc1)C(=O)c1cccc(NC(=O)Cc2ccc(NC(=O)C3CCN(C(=O)C4CC4)CC3)cc2)c1
    7 | 6 | 3
53) O=C(Cn1cnc([N+](=O)[O-])c1)Nc1ccc(F)c(Cl)c1
    5 | 5 | 0
54) COCCN1CCC(CO)C1 (stereo unspecified)
    2 | -1 | 2
55) O=C(COc1ccccc1)NCc1ccco1
    5 | 6 | 3
56) C=CCSc1nc2sc3c(c2c(=O)n1-c1ccc(C)cc1)CCN(C)C3
    3 | 17 | 5
57) O=C(C#Cc1ccccc1)c1ccc([N+](=O)[O-])cc1
    -4 | -3 | 2
58) CCN1CCN(S(=O)(=O)c2ccc(Cl)c(C(=O)NCCOc3ccc(C)cc3)c2)CC1
    1 | 0 | 0
59) COc1cc(OC)c(OC)cc1/C=C/c1ccnc2ccccc12
    5 | 5 | 3
60) S=C(NC1CCCCC1)NN1CCCCCC1
    1 | 0 | 6

Grouped by structure, those above with a COOH group.
Fields – PAFAH2 FP inh | PAFAH1B3 FP inh | PAFAH1B2 inh
3) O=C(O)c1cc(N/C(=N\S(=O)(=O)c2ccc(F)cc2)c2ccccc2)ccc1O
    13 | 8 | 20
26) O=C(O)COCC(=O)Nc1ccc2c(c1)oc1ccccc12
    7 | -2 | 2
34) O=C(O)c1ccc(/C=C2\SC(=S)N(NC(=O)c3ccccc3[N+](=O)[O-])C2=O)cc1
    4 | -1 | 2
40) O=C(O)CCCC(=O)Nc1ccc(S(=O)(=O)Nc2nccs2)cc1
    0 | 9 | 3

The results go on.
Fields – PAFAH2 FP inh | PAFAH1B3 FP inh | PAFAH1B2 inh
61) COC(=O)c1ccc(N=c2sc(C(=O)OC)cc(=O)n2C)cc1
    2 | -5 | 2
62) C[C@@H]1CN(S(=O)(=O)C(C)(C)C)[C@H](CCO)/C1=C\c1ccccc1
    -1 | 9 | 5
63) COc1ccc(NC(=O)Nc2ccc(OCc3ccccc3)cc2)cn1
    -12 | 0 | 2
64) O=C(Cc1cccs1)Nc1ccc(Cl)c(S(=O)(=O)N2CCOCC2)c1
    -7 | -9 | -4
65) O=C1C(O)CCN1Cc1ccccc1 (stereo unspecified)
    0 | 4 | 4
66) COc1cc(OC)c(OC)cc1/C=N/Nc1ccc(Cl)nn1
    3 | 2 | 6
67) COc1cccc(CN(C)S(=O)(=O)c2c(C)noc2C)c1OC
    3 | -6 | 2
68) CCOc1ccc(NC(=S)N2CCC(C(=O)c3ccc(F)cc3)CC2)cc1
    12 | 7 | 2
69) CCOc1ccc(CN(C)Cc2cc(=O)oc3c(C)c(C)ccc23)cc1OC
    -2 | 3 | 3
70) Cc1oc2c(c(C)cc3oc(=O)c(CC(=O)NCCC(=O)O)c(C)c32)c1C
    11 | -5 | 6
71) O=C1CSC(=S)N1N=Cc1ccccc1O
    11 | 11 | 8
72) COc1ccc(C(=O)n2ncc(C#N)c2N)cc1
    -1 | -4 | -1
73) Cc1nc(C)n(C(C)CNC(=O)c2cccc(Br)c2)n1 (stereo unspecified)
    -6 | 13 | 4
74) COc1ccc(OCC(=O)Nc2cc(S(=O)(=O)N3CCCC3)ccc2OCC(F)(F)F)cc1
    0 | 0 | 2
75) COc1ccc(Nc2c[nH]c(=O)[nH]c2=O)cc1
    -3 | 8 | 3
76) CCOC(=O)c1c(SCC(=O)Nc2nccs2)nc(C)c(C)c1C
    1 | 10 | 1
77) Cc1ccc(S(=O)(=O)Nc2c(C)n(C)n(-c3ccccc3)c2=O)cc1C(=O)OC(C)C(=O)c1ccccc1 (stereo unspecified)
    7 | 3 | 3
78) COc1ccc(C(=O)Nc2cccc(C(=O)Nc3cc(C)ccn3)c2)cc1
    -1 | 6 | -2
79) Cc1cc2c(=O)oc(-c3ccccc3Br)nc2s1
    69* | 5 | 3
80) CC1CC(C)CN(C(=O)c2cccc(S(=O)(=O)N3c4ccccc4CC3C)c2)C1 (stereo unspecified)
    10 | 2 | 5
81) Cc1cccc(NC2CNC(=O)NC2=O)c1 (stereo unspecified)
    2 | 2 | 5
82) COC(=O)c1ccc(NC(=O)c2cc[n+](Cc3ccccc3)cc2)cc1
    -1 | 3 | 2
83) COCCN(C(=O)COC(=O)COc1ccc2ccccc2c1)c1c(N)n(Cc2ccccc2)c(=O)[nH]c1=O
    -4 | 3 | -3
84) O=[N+]([O-])c1ccc(COc2ccc(CN3CCCCC3)cc2)cc1
    -5 | 3 | 0
85) CC(CO)NS(=O)(=O)c1ccc(Br)cc1F (stereo unspecified)
    1 | 10 | 7
86) COc1ccc(NC(=S)Nn2cnnc2)c(OC)c1
    3 | 12 | 9
87) COc1cc(NC(=O)c2ccc(Cl)cc2)c2ncccc2c1
    -7 | 6 | 4
88) CC(=O)N/C(=N\c1nc(C)cc(C)n1)Nc1ccccc1Cl
    3 | 8 | 3
89) O=C(N/N=C/c1cccs1)c1[nH]ncc1Br
    0 | 2 | 0
90) COc1cc(C2C(C#N)=C(N)N(N(C)C)C3=C2C(=O)CCC3)ccc1O (stereo unspecified)
    -1 | 6 | -3
91) Cc1ccc(S(=O)(=O)N2CCCN(C(=O)CNC(=O)c3ccccc3)CC2)cc1
    0 | 6 | -4
92) O=C(COC(=O)/C=C/c1ccccc1Cl)NC(=O)NC1CCCC1
    16 | 10 | 5
93) Brc1cccc(CN2CCN(c3ncccn3)CC2)c1
    -4 | 4 | 8
94) CC(=O)Nc1ccc(S(=O)(=O)c2cc(O)ccc2O)cc1
    -2 | 4 | 4
95) CC1(C)CCC(=O)c2ccccc21
    -4 | -1 | 2
96) Nc1cccc2c(=O)[nH][nH]c(=O)c12
    1 | 5 | 2
97) CC1CCC2(CC1)NC(=O)N(NC(=O)CCc1c[nH]c3ccccc13)C2=O (stereo unspecified)
    -3 | 1 | 6
98) COc1ccc(OCC(CO)N2CCN(c3ccccc3)CC2)cc1 (stereo unspecified)
    4 | 0 | 2
99) O=C(c1ccc(N2CCOCC2)c([N+](=O)[O-])c1)N1CCN(c2ccccc2)CC1
    0 | 0 | 2
100) O=C(COC(=O)c1cnccn1)NCCc1ccc(Cl)cc1
    -4 | -3 | 5
101) COc1ccc(S(=O)(=O)N2CCCCCC2)cc1NC(=O)Cc1n[nH]c(=O)c2ccccc12
    6 | -2 | 4
102) CC(O)c1cccc(NC(=O)Nc2cccc(NC(=O)Nc3cccc(C(C)O)c3)c2)c1 (stereo unspecified)
    -14 | 5 | 1
103) O=C(O)c1ccc(Nc2nc(-c3ccc([N+](=O)[O-])cc3)nc3ccccc23)cc1
    11 | 26* | 8
104) COc1ccc(N2CCN(C(=O)c3ccccc3N(C)S(=O)(=O)c3ccc(C)cc3)CC2)cc1
    -1 | 2 | 3
105) CC(=O)N/N=C(/c1ccccc1)C(O)c1ccccc1 (stereo unspecified)
    11 | 12 | 2
106) CSCC(=O)NC1CCCc2c1cnn2-c1cc(F)cc(F)c1 (stereo unspecified)
    0 | 5 | 0

Screening data as filed in PubChem.

A portion of the library, so the mix of outcomes need not match the whole.
